# From PubChem BioAssay
# tolC growth inh: E. coli tolC mutant growth inhibition; E. coli BW25113 tolC mutant growth, OD615; growth inhibition, % at 10 µM (by protocol); 65,000 compounds, 2.2% hits; AID 573;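 active means growth inhibition at or above a cutoff equal to the mean over every tested compound plus 3 SD, cut at about 60% in these data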;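 further: growth measured after 20 h incubation at 37 °C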
#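 Doses: one dose of 10 µM final / Material: E. coli BW25113 ΔtolC::kan, tolC deletion mutant strain / Buffer or medium: LB with kanamycin 50 µg/mL / Evaluation: percent growth inhibition / Detection: optical density read at 615 nm / Incubation: 37 °C, 20 h exposure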
# DUSP1 inh: human dual specificity phosphatase 1 inhibition; P28562; recombinant MKP-1, OMFP hydrolysis fluorescence; inhibition, %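 (compounds tested at a single concentration somewhere between 10 and 100 µM)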; 65,000 compounds, 0.15% hits; AID 374;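 active means inhibition above about 50%, limit read from the data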;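 further: 0% = DMSO max control wells and 100% = wells with enzyme stopped by NaOH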
# Target sequence (P28562 whole entry, looked up): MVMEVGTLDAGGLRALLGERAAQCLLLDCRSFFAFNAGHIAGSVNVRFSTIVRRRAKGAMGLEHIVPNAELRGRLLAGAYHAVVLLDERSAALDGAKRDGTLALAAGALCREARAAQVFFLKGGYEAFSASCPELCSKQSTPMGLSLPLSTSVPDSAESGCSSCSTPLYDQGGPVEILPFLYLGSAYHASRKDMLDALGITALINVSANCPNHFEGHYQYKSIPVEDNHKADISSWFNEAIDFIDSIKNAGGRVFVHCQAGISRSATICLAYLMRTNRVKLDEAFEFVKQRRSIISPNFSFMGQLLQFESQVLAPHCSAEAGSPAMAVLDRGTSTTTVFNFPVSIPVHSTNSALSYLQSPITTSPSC
# D1 allo mod: allosteric modulators of human D1 dopamine receptor; P21728; HEK293 D1, CRE-luciferase, dopamine EC30 potentiation; actives deviate in either direction; B-score at 10 µM; 58,000 compounds, 5.9% hits; AID 641;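 active means luminescence count or its row- and column-corrected plate score outside the 99.7% band of the plate's sample wells, on either side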
# CatB inh: blocks human cathepsin B protease activity | purified cathepsin B, fluorogenic substrate, fluorescence | inhibition, %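 (tested at 10 µM)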 | 63,000 compounds, 0.1% hits; in the data active means inhibition above about 21%;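 further: 0% = enzyme with no compound and 100% = no enzyme blank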
# AP ELISA ortho: orthogonal test for alternative complement pathway inhibitors; Human serum alternative complement pathway, LPS-coated ELISA, C3 deposition; tested in compound mixtures; inhibition, % at 5 µM; 62,000 compounds, 0.08% hits;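 active means inhibition above 30% in each of the two pooled mixtures holding the compound, so the lower value exceeds 30%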;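 further: 0% = serum in Mg-EGTA without compound and 100% = EDTA serum blank; some compounds past the cut are filed as inactive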
#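 Test system: human serum alternative complement pathway, C3 deposition on LPS-coated wells; also added: Plate-bound LPS; doses: 5 µM per compound in ten-compound mixtures; schedule: 1 h at 37 °C; detection: Anti-C3 ELISA, OD 450 nm; evaluation: percent inhibition of C3 deposition onto LPS; repeats: two pool placements per compound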
# CatB mixtures: inhibitors of human cathepsin B in compound mixtures; Purified cathepsin B, AMC dipeptide fluorescence; inhibition, %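 (ten-compound pools at 5 µM per compound and 50 µM total)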; 62,000 compounds, 0.06% hits; in the data active means inhibition above about 22%, passing the limit was not always enough;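 further: 0% = enzyme without compound and 100% = no enzyme blank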
# Ec RNAP inh: Escherichia coli RNA polymerase inhibition | P0A8V2 | E. coli RNA polymerase, fluorescence transcription assay | inhibition, %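 (tested at 10 µM)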 | 62,000 compounds, 0.2% hits | AID 559; in the data active means inhibition above about 20%;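 further: 0% = enzyme without compound and 100% = no enzyme blank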
# Hsp90 inh: displaces geldanamycin probe from tumor Hsp90. P07900. NCI-N417 lysate Hsp90, Cy3B-geldanamycin FP displacement. inhibition, % at 30 µM. 64,000 compounds, 0.35% hits. AID 429;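 active means inhibition above 50%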;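 further: 0% = tracer plus lysate wells and 100% = tracer alone without lysate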
# Cdc25B block: inhibitors of human Cdc25B phosphatase | P30305 | recombinant Cdc25B, OMFP fluorescence Ex485/Em525 | inhibition, %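 (compounds tested at 10 µM final in the well)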 | 65,000 compounds, 0.1% hits | AID 368; in the data active means inhibition above about 50%
# Target sequence (P30305 whole entry, looked up): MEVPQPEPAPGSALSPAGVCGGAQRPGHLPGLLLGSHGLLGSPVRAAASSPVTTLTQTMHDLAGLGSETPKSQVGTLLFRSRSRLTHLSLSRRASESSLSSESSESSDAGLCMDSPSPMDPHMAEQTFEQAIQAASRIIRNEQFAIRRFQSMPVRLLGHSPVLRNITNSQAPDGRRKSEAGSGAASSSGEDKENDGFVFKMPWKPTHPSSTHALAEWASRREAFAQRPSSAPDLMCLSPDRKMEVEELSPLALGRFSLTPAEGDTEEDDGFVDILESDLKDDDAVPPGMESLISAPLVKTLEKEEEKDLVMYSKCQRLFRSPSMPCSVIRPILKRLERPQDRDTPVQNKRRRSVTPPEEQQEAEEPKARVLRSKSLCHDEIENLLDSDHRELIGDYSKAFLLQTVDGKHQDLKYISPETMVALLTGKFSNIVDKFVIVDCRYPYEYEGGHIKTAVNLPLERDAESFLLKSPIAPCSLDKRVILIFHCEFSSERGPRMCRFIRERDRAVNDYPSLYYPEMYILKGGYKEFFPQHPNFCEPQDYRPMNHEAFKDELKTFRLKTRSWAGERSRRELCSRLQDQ
# The depositor's hits bear a star; · = not tested or not shown. This is a random part of the collection. About 7.6% of those tested had a hit in this group.
canonical_smiles,tolC growth inh,DUSP1 inh,D1 allo mod,CatB inh,AP ELISA ortho,CatB mixtures,Ec RNAP inh,Hsp90 inh,Cdc25B block
O=C(c1ccc(Cl)cc1)C1C2C(=O)N(c3ccccc3)C(=O)C2C2CCCN21 (stereo not drawn),-4,-8,0.26,0,10,14,5,-18,-2
O=c1nc(-c2ccccc2)cn[nH]1,-14,11,0.87,1,5,3,9,·,-10
O=C(O)CCSc1nnc(-c2ccc3c(c2)OCO3)o1,5,-2,·,-2,-16,6,4,-1,0
O=C(O)C1C2C=CC3(CN(C4CCCC4)C(=O)C13)O2 (stereo not drawn),-13,-4,-0.29,1,5,8,8,-4,-9
CCCNc1nc2c(c(=O)n(C)c(=O)n2C)n1Cc1ccc(F)cc1,-4,2,-0.94,1,13,-3,5,3,-6
CCCCOc1ccccc1NC(=O)c1ccc(=O)[nH]c1,0,2,0.41,4,18,7,7,0,7
Cc1cc(C)nc(N2CCC(C(=O)Nc3ccc(Oc4ccccc4)cc3)CC2)n1,-3,6,·,-6,9,5,11,0,13
Cc1c(C(=O)NCc2ccc3c(c2)OCO3)oc2ccc(S(=O)(=O)N3CCCC3)cc12,30,2,·,4,2,3,7,·,1
COC(=O)c1ccc(OCC(O)CN(CCO)CCO)cc1 (stereo not drawn),-12,-23,-0.84,-3,7,2,12,-1,-8
Cc1nc2c(c(C)nn2-c2ccccc2)c(C)c1Cl,11,6,0.57,-3,18,0,3,-4,1
CN1CCN(S(=O)(=O)c2ccc(Sc3nc4ccccc4[nH]3)c3nsnc23)CC1,-1,-2,-1.8,3,2,-9,6,-2,-13
Cc1ccc(NC(=O)CS(=O)CC(=O)Nc2ccc3c(c2)OCO3)cc1Cl (stereo not drawn),11,12,·,-2,-9,-1,2,7,9
Cn1cccc1Cc1nnc(SCC(N)=O)n1-c1ccc(F)cc1,-13,-14,-0.47,-2,12,5,4,0,-9
CC1CCN(S(=O)(=O)c2ccc(NC(=O)Cn3nnc(-c4ccccc4)n3)cc2)CC1,17,-16,·,-4,3,3,4,-4,16
COc1ccc(Oc2ncnc3c2oc2ccc(Br)cc23)cc1,-18,17,0.76,-2,2,2,2,-2,12
O=S(=O)(c1ccc(F)cc1)N1CCC(N2CCCC2)CC1,-13,-5,0.1,-3,-1,-6,8,2,4
CCOC(=O)C1C(=O)C=C(c2cccc(NS(C)(=O)=O)c2)CC1c1ccco1 (stereo not drawn),25,·,0.22,3,9,3,6,·,·
C=CCn1c(COc2ccc(CC)cc2)nnc1SCC(=O)N(C)C1CCS(=O)(=O)C1 (stereo not drawn),-6,14,-0.042,2,20,4,6,-4,-5
CC(C)NC(=O)C1CCCN(S(=O)(=O)c2cccs2)C1 (stereo not drawn),-15,8,0.27,1,27,-7,0,0,-1
COc1ccc(N2CCN(C(c3ccccc3OC)c3nnnn3Cc3ccco3)CC2)cc1 (stereo not drawn),-2,-12,-0.46,-7,2,3,3,4,-1
Cc1ccsc1-c1nc(CSCC(=O)NCCN2CCCC2)c(C)o1,-5,23,-0.53,·,·,·,·,-6,-8
O=C1CC(N2CCN(c3ccc(O)cc3)CC2)C(=O)N1Cc1cccs1 (stereo not drawn),-6,1,-0.082,-1,10,7,8,4,3
COC(=O)CNC(=O)C1CCCN1C(=O)CNC(=O)OC(C)(C)C (stereo not drawn),-11,-8,·,-1,-4,-5,-5,2,-5
Cn1c(=O)[nH]c(=O)c2c1nc(N1CCCCCC1)n2CCSc1nc2ccccc2o1,1,7,·,1,7,2,8,-2,-10
Cc1ccc(N2CC(C(=O)NCc3cccnc3)CC2=O)cc1 (stereo not drawn),-16,3,0.11,0,15,1,1,-1,-21
COc1ccc(CNC(=O)C2CCCN2S(=O)(=O)c2ccc(C)cc2)cc1 (stereo not drawn),-7,-11,-0.48,-2,2,1,2,1,-10
COc1ccc(CCNS(=O)(=O)c2ccc(C3CNC(=O)C3)cc2)cc1OC (stereo not drawn),-7,3,2.7,·,·,·,·,-3,-4
CC1CN(C(=O)c2cc3ccccc3oc2=O)CC(C)O1 (stereo not drawn),-9,11,-0.039,1,11,5,0,-4,0
COc1ccc(-c2nnc(Nc3nc4c(OC)cccc4s3)o2)c(OC)c1,-8,19,0.33,·,·,·,·,5,32
ClC(Br)=C(n1cnc2ccccc21)n1cnc2ccccc21,2,-15,·,-2,·,·,·,1,-6
CN1/C(=N\O)c2cccc3cccc1c23,8,30,-0.4,4,-4,-1,3,15,4
O=C(CSc1nnc(NC(=O)C2CCC2)s1)NC1CC1,-12,-4,-0.47,0,-5,11,7,0,-15
COC(=O)C1C(O)=C(C=NCC(C)N=CC2=C(O)C(C(=O)OC)C(C)(C)CC2=O)C(=O)CC1(C)C (stereo not drawn),5,8,1.6,2,-3,5,8,-2,-4
COC(=O)C1=CN(C)C=C(C(=O)OC)C1c1ccsc1,-17,13,·,-5,2,-2,-7,-3,-11
O=C(Nc1nc(-c2ccc(S(=O)(=O)N3CCCC3)cc2)cs1)c1cccs1,42,10,-3.2,4,-4,3,8,-4,2
COc1ccc(-n2nnnc2-c2cccnc2)cc1,-12,18,·,0,1,1,4,0,-5
CCn1nc(-c2ccccc2)c2nc3ccccc3nc21,-16,-4,2.2,2,13,4,·,-7,-1
CC(CCc1ccccc1)NC(=O)c1cc2sccc2n1C (stereo not drawn),29,1,·,1,3,-4,-2,-3,-1
CCN(CC(=O)NCc1ccc(F)cc1)C(=O)C1CCN(C(=O)Nc2ccccc2)CC1,7,10,0.046,0,7,2,2,·,-9
CCOC(=O)N1CCC(N2Cc3cccc(C(=O)NCc4ccccn4)c3C2=O)CC1,0,9,0.42,2,10,1,3,-2,-18
COc1ccc(CCC(C(O)C(F)(F)F)S(=O)c2ccccc2)cc1 (stereo not drawn),0,6,0.029,0,0,1,5,·,-16
COc1ccc2nc(NC(=O)C3COc4ccccc4O3)sc2c1 (stereo not drawn),93*,-4,-4.8*,-2,15,0,2,1,-2
COCCn1c(C)cc(C(=O)COC(=O)C23CC4CC(CC(O)(C4)C2)C3)c1C,-11,-3,-4.6*,0,9,-2,3,-2,0
COC(=O)C1CCN(C(=O)COC(=O)CC(NC(N)=O)c2ccc(Cl)cc2)CC1 (stereo not drawn),-22,-13,0.42,1,-1,-1,4,-1,1
Cc1nnc(NC(=O)NCN2C(=O)C3C4C=CC(C4)C3C2=O)s1 (stereo not drawn),-9,-9,2.3,8,-8,5,6,-4,-4
Cc1ccc(-n2c(CNc3ccc(F)cc3)nnc2SCC(=O)NCc2ccco2)cc1,10,23,0.52,0,16,5,11,-1,-23
Cc1ccccc1N(CC(=O)NCc1ccc2c(c1)OCO2)C(=O)CCC(=O)Nc1ccccn1,3,8,-1.3,0,4,0,2,-1,3
O=C1NC(=O)c2cc(NC(=O)C3CCCCC3)ccc21,-9,-30,-0.23,2,9,5,13,3,4
Cn1c(=O)n(Cc2ccccc2F)c(=O)c2c1nc1n2CCCN1CCc1ccccc1,6,22,-0.71,1,-12,-4,-6,-4,3
COc1ccccc1-c1nnc(SCC(=O)Nc2cc(C)on2)o1,5,1,-0.27,9,-8,5,2,3,-10
CN(C(=O)CSc1nc2ccccc2n1CCc1ccccc1)C1CCS(=O)(=O)C1 (stereo not drawn),13,8,-0.66,4,17,5,6,4,-3
CCOC(=O)N1CCC(N2C(=O)c3ccccc3C2Nc2ccccc2C)CC1 (stereo not drawn),6,9,0.66,2,-8,4,11,-1,-17
COc1ccc(N(CC(=O)NCc2cccnc2)S(=O)(=O)c2c(C)nn(C)c2C)cc1,-18,2,0.25,7,-1,6,9,-1,-8
Cc1ccc2c(c1)N(Cc1ccncc1)C(=O)C(C)O2 (stereo not drawn),-4,7,-0.098,1,9,2,5,-12,-1
CCn1c2ccccc2c2cc(NC(=O)N3CCOCC3)ccc21,-8,24,1.1,3,-10,1,0,4,-13
COCCn1c(SC(C)C(=O)Nc2ccc3c(c2)OCCO3)nc2ccccc2c1=O (stereo not drawn),2,7,1.2,7,-9,5,6,2,-16
COc1ccc(C(=O)NCCn2ccc3ccccc32)cc1OC,-2,5,1.3,-1,-3,-5,0,-3,-6
OCCN1CCN(c2nc(N3CCCCC3)nc(N3CCCCC3)n2)CC1,24,-2,0.2,3,1,3,9,·,-17
CCCn1nnc(NC(=O)COc2ccc(Cl)cc2)n1,-4,8,·,0,0,0,5,-4,8
O=C(O)c1cccc(Cn2cc(Br)cn2)c1,-15,-13,-0.68,1,-5,3,12,-1,-11

# Further compounds
canonical_smiles,tolC growth inh,DUSP1 inh,D1 allo mod,CatB inh,AP ELISA ortho,CatB mixtures,Ec RNAP inh,Hsp90 inh,Cdc25B block
Cc1ccc(NC2=Nc3ccccc3CS2)cc1,-6,-17,-3.9,6,-12,4,3,-1,1
CCn1ncc(Br)c1C(=O)Nc1nccs1,-28,-5,0.041,4,11,3,2,-6,0
Cc1nc2c(Br)c3nc(C(F)(F)F)[nH]c3c(Br)c2[nH]1,-40,3,-0.38,1,-4,0,3,0,0
CCC1CCCCN1S(=O)(=O)c1ccc(NC(=O)CSc2ncccc2C(=O)O)cc1 (stereo not drawn),20,14,0.019,1,9,1,2,0,6
COc1ccc(-c2nc(CN3CCC(C(=O)NC4CCCc5ccccc54)CC3)c(C)o2)cc1OC (stereo not drawn),9,23,0.17,2,0,7,7,-3,-12
CCOC(=O)C1CCN(C(=O)c2cn(C)c(=O)c3cc(OC)c(OC)cc23)CC1,-8,9,·,-1,-12,-4,-7,·,-1
O=C1OCCC1Sc1nc2ccccc2n1Cc1ccccc1 (stereo not drawn),8,-4,0.042,-1,5,2,7,-1,-12
CN1C(=O)NC(NC(=O)c2cccs2)(C(F)(F)F)C1=O (stereo not drawn),-7,-15,-0.015,-1,-7,1,8,0,3
O=C1c2ccccc2C(=O)N1CCCOCc1c[nH]c(=O)[nH]c1=O,-24,-25,0.49,0,13,-6,1,6,-4
O=C(Nc1ccc2c(c1)OCCO2)C1CCN(S(=O)(=O)Cc2ccccc2)CC1,-8,-4,0.59,0,6,-2,5,3,-13
CCN(CC)C(=O)C1CC(=O)N(c2ccc(F)c(Cl)c2)C1 (stereo not drawn),-14,0,-0.96,2,6,-1,1,-1,-1
COc1ccc(S(=O)(=O)Nc2cccc(SC)c2)cc1OC,15,0,0.37,4,11,5,0,0,-4
O=C(Nc1ccc2c(c1)OCO2)c1cnn2cccnc12,37,5,0.1,2,5,-1,6,28,6
CS(=O)(=O)Nc1ccc(C(=O)NCCc2ccccc2)cc1,1,-1,-0.52,7,6,5,6,4,-5

# Structural class: the entries above containing a COOH group.
canonical_smiles,tolC growth inh,DUSP1 inh,D1 allo mod,CatB inh,AP ELISA ortho,CatB mixtures,Ec RNAP inh,Hsp90 inh,Cdc25B block
O=C(O)CCSc1nnc(-c2ccc3c(c2)OCO3)o1,5,-2,·,-2,-16,6,4,-1,0
O=C(O)C1C2C=CC3(CN(C4CCCC4)C(=O)C13)O2 (stereo not drawn),-13,-4,-0.29,1,5,8,8,-4,-9
O=C(O)c1cccc(Cn2cc(Br)cn2)c1,-15,-13,-0.68,1,-5,3,12,-1,-11
CCC1CCCCN1S(=O)(=O)c1ccc(NC(=O)CSc2ncccc2C(=O)O)cc1 (stereo not drawn),20,14,0.019,1,9,1,2,0,6
